Compound activity from PubChem.
AmpC det inh – blocks E. coli AmpC beta-lactamase in presence of detergent; AID 584; Potency, µM (series often up to 28.7 µM), without a hit: at the top dose activity change, negative = inhibition; actives 0.09% (n = 71,000); purified AmpC, nitrocefin hydrolysis with detergent; active = well fitted curve in the direction sought with a large enough effect
Target sequence (P00811 whole entry, looked up): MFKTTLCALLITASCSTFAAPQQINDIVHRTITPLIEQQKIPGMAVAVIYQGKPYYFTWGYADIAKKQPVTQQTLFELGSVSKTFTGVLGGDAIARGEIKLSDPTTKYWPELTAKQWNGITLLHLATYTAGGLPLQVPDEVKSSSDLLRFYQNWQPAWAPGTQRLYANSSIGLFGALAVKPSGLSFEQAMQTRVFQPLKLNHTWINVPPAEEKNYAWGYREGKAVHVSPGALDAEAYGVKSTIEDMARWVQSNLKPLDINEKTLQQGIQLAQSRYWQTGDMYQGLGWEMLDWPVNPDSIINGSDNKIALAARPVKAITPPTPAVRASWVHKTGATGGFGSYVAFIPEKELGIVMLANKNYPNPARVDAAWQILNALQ
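E. coli AmpC (5.3 nM) in 20 mM phosphate pH 7.0 with 0.01% Triton X-100, preincubated 15 min RT with compound; nitrocefin (2 uL of 800 uM stock) hydrolysis followed by 480 nm absorbance every 20 s over 4 min.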
The depositor's hits bear a star; [ ] = dose if it differs, or a comment. % is set by controls: 0 for no effect and ±100 for the full control effect; potency is the fitted concentration of half-maximal effect. A portion of the library; count on the stated rates, not on these rows.

SMILES | AmpC det inh
CCOC(=O)N1CCN(c2nc(C(F)(F)F)nc3c(C)cc(C)cc23)CC1 | -8.9%
COc1cc2c(cc1OC)-c1c(OC)c(OC)c(CO)c3c1[C@H](C2)N(C)CC3 | 0.1%
O=C(O)[C@@H]1[C@@H](C(=O)NCc2ccccn2)[C@@H]2C=C[C@@H]1O2 | -0.3%[5.75 µM]
CNC(=O)CN(c1cccc2ccccc12)S(C)(=O)=O | -3.6%
COc1ccc(C[C@@H]2C(=O)N[C@H](C)C(=O)N(C)[C@@H]3C(=O)N(C)[C@@H](Cc4ccc(O)c(c4)Oc4ccc(cc4)[C@H]3O)C(=O)N[C@@H](C)C(=O)N[C@H](C)C(=O)N2C)cc1 | -2.4%[5.75 µM]
Cc1occc1C(=O)Nc1ccccc1NC(=O)c1ccoc1C | -26.9%
Oc1ccccc1Nc1nc(NCC2CCCO2)c2ccccc2n1 (stereo not drawn) | -4.0%
COc1cc(S(=O)(=O)N(Cc2cccs2)CC2CCCO2)ccc1-n1cnnn1 (stereo not drawn) | -0.8%
CCOC(=O)c1cc(OC(=O)c2cccnc2)n(-c2ccccc2)n1 | 0.6%
Cc1ccc(N2C(=O)CC(N3CCN(C4CCc5ccccc5C4)CC3)C2=O)cc1 (stereo not drawn) | 5.6%
Cc1cc(C)nc(Sc2c(C)n[nH]c2C)n1 | 2.3%
O=C(c1ccc(CNS(=O)(=O)c2ccccc2)cc1)N1CCC2(CC1)OCCO2 | -1.1%
COc1ccccc1-c1c(C)nn2c(C)cc(C)nc12 | 8.4%
Cn1c(=O)[nH]c(=O)c2c1nc(N1CCCC1)n2CCCSc1nc2ccccc2o1 | 0.1%
CCn1c(SCC(=O)Nc2ccc(OC)c(OC)c2)nnc1-c1cccs1 | 15.8%
COc1ccc(CCN2C(=O)c3[nH]nc(-c4ccccc4O)c3C2c2ccc(C)cc2)cc1OC (stereo not drawn) | -2.0%
Nc1c2c(nc3ccn(-c4ccccc4)c(=O)c13)CCCCC2 | 1.7%
O=C(CC(CC(=O)c1ccccc1)C(=O)O)c1ccccc1 | 3.0%
NC(N)=NNC(=O)C(=O)O | -1.1%[5.75 µM]
CC(=O)c1cc(-c2ccc(F)cc2)n(CC(=O)NCc2cccs2)c1C | 0.7%
CC(=O)Nc1ccc(SCC(=O)OCC(=O)NC(=O)NCc2ccco2)cc1 | 17.6%
CCCCN(C(=O)Cn1nnc2ccccc21)C(C(=O)NCCOC)c1ccc(OC)cc1OC (stereo not drawn) | -3.9%
C[C@H](Br)C(=O)N[C@H](CO)C(=O)O | -1.7%[5.75 µM]
Cc1[nH]c2c(Cl)cccc2c1CCN | -3.0%
O=[n+]1cc(-c2ccccc2)n([O-])c2c1CCC2 | 0.1%

(listing goes on)
SMILES | AmpC det inh
CC(=O)Nc1nonc1NC(C)=O | -2.5%
CCCn1c(-c2ccc(F)cc2)nc2c(NCCN(C)C)nc(C)nc21 | 13.0%
CC1CCN(C(c2ccc(N(C)C)cc2)c2nnnn2C(C)(C)C)CC1 (stereo not drawn) | 7.2%
O=C(O)c1ccccc1C1=Nc2ccc(O)cc2Oc2cc(O)ccc21 | -2.0%
COC(C(=O)Nc1cccc(F)c1)c1ccccc1 (stereo not drawn) | 1.2%
CCCOc1ccc(N2CC(C(=O)NC(C)C)CC2=O)cc1 (stereo not drawn) | 10.0%
Cc1ccc2nc(-c3ccc(NC(=O)c4ccco4)cc3)[nH]c2c1 | -5.5%
COCCNC(=O)C(c1cccc(OC)c1)N(Cc1cccs1)C(=O)Cn1nnc2ccccc21 (stereo not drawn) | 12.3%
CC/C(=N\O)C(C)(C)/[N+]([O-])=C/c1ccc(Br)cc1 | -3.6%
N#Cc1ccc(CN2CCCC3(CCN(C(=O)c4ccncc4)CC3)C2)cc1 | -2.1%
COc1ccc(CNc2nc3ccccc3n2CCN2CCCCC2)c(OC)c1 | -3.2%
CCn1c(=NC(=O)CSC(C)=O)sc2ccccc21 | -3.1%
COc1ccc(C[C@@H]2C(=O)N[C@H](C)C(=O)N(C)[C@@H]3Cc4ccc(cc4)Oc4cc(ccc4O)C[C@H](C(=O)N[C@@H](C)C(=O)N[C@H](C)C(=O)N2C)N(C)C3=O)cc1 | -3.2%[5.75 µM]
BrCCBr | 7.8%
O=C(Nc1ccc2c(c1)oc1ccccc12)C1CC1 | -5.1%
CCCc1nc(SCC(=O)N2CCCC2)c2ccccc2n1 | 1.0%
O=C(O)c1cc(C(=O)O)cc(N2C(=O)c3ccccc3C2=O)c1 | -2.4%[5.75 µM]
COc1ccccc1C(=O)OCn1nnc2ccccc2c1=O | 8.1%
CCc1ccc2oc(-c3cc(N)cc(C)c3O)nc2c1 | -4.3%
CC(C)c1nc(=S)n(-c2ccccc2)[nH]1 | -1.8%
CC(=O)c1ccc(NC(=O)N2CCN(c3cccc(Cl)c3)CC2)cc1 | -2.3%
CN1CCCN(C(=O)c2cc(=O)[nH]c3ccccc23)c2nc3ccccc3nc21 | 13.8%
CN1CCN(C2=C(Cl)C(=O)N(c3ccc(Cl)c(Cl)c3)C2=O)CC1 | -2.3%
CN(C)c1ccc(/C=N\NC(=O)c2cnc3ccccc3c2)cc1 | -2.9%[5.75 µM]
C[C@@]12C(=O)OC(=O)[C@]1(C)[C@H]1CC[C@@H]2O1 | 1.2%[12.8 µM]

Copied from the list.
For AmpC det inh, CCCc1nc(SCC(=O)N2CCCC2)c2ccccc2n1 has the entry 1.0%
For AmpC det inh, COCCNC(=O)C(c1cccc(OC)c1)N(Cc1cccs1)C(=O)Cn1nnc2ccccc21 (stereo not drawn) has the entry 12.3%
For AmpC det inh, COc1ccccc1C(=O)OCn1nnc2ccccc2c1=O has the entry 8.1%
For AmpC det inh, Oc1ccccc1Nc1nc(NCC2CCCO2)c2ccccc2n1 (stereo not drawn) has the entry -4.0%
For AmpC det inh, CCc1ccc2oc(-c3cc(N)cc(C)c3O)nc2c1 has the entry -4.3%
For AmpC det inh, Cc1[nH]c2c(Cl)cccc2c1CCN has the entry -3.0%
For AmpC det inh, O=[n+]1cc(-c2ccccc2)n([O-])c2c1CCC2 has the entry 0.1%

Further structures.
SMILES | AmpC det inh
C=C1CSc2nc(=O)c3c(C)c(C)sc3n21 | -2.5%
CN(c1ccccc1C(N)=O)S(=O)(=O)c1ccccc1 | 15.6%
Cc1cc(Nc2ccccc2C(=O)O)nc2nc3ccccc3c(=O)n12 | 10.8%
CC(=O)N(CN1C(=O)c2ccccc2C1=O)c1cccc(C)c1 | -1.3%
O=S(=O)(c1cccc(C(F)(F)F)c1)N1CCC(O)(c2cccnc2)CC1 | 7.7%
Cc1cc(C)c(C(=O)CN2C(=O)CCC2=O)cc1C | -1.7%
CC(C)C(c1nnnn1Cc1ccccc1)N(CCCO)Cc1cc2cc3c(cc2[nH]c1=O)OCO3 (stereo not drawn) | 7.1%
CCC(C)c1ccc(O)c(N)c1 (stereo not drawn) | -0.8%
COc1ccc(OC)c(C(c2nnnn2C(C)(C)C)N2CCc3ccccc3C2)c1 (stereo not drawn) | -1.9%
O=C(Oc1ccc2ccc(OC(=O)N3CCOCC3)cc2c1)N1CCOCC1 | 10.2%
CCOC(=O)N1CCN(c2nc(C)cc(C(F)(F)F)n2)CC1 | 9.5%
CCOC(=O)c1c(-c2ccc(OC)cc2)nc2nonc2c1N | -6.3%
CN1C(=O)N(C)C2CC1N(C)C(=O)N2C | -5.0%
Cc1ccc(OCCn2c(C)c(/C=N/n3cnnc3)c3ccccc32)cc1 | 7.0%
CCOC(=O)c1c(C)[nH]c(C(=O)COC(=O)c2cn(CC)c3nc(C)ccc3c2=O)c1C | -1.7%
CCOc1ccc(CCNC(=O)C(CC)n2nc(C)n3c(cc4sccc43)c2=O)cc1OCC (stereo not drawn) | -1.5%
C[C@H](NCCN(C)C)[C@@H]1CCC2C3CCc4cc(O)ccc4[C@H]3CCC21C (stereo partly drawn) | -1.9%[5.75 µM]
O=C(CSc1nnc(-c2cccnc2)n1Cc1ccco1)c1ccc(Cl)c(Cl)c1 | -2.4%
CCSc1nc2c(c(=O)[nH]1)C(C(C)C)C(C#N)=C(N)O2 (stereo not drawn) | 10.8%
NC12CC3CC(C1)CC(O)(C3)C2 | 12.2%
CC(=O)Nc1ccccc1NC(=O)C(F)(F)F | 8.4%
Nc1nc2nc3c(nc2c(=O)[nH]1)CN(c1ccc(C(=O)O)cc1)C3=O | -2.0%[5.75 µM]
O=C(CCCCn1c(=O)c2ccccc2n(CC(=O)Nc2cccc(F)c2)c1=O)NCc1ccco1 | -0.5%
COc1cc(CN2CCN(c3ccccc3F)CC2)cc(OC)c1O | -1.1%
O=C(O)CC(CC(=O)O)C(=O)O | -5.7%[5.75 µM]

Reprinted from the part before: five entries; new compounds follow.
SMILES | AmpC det inh
CC(=O)Nc1ccccc1NC(=O)C(F)(F)F | 8.4%
Nc1nc2nc3c(nc2c(=O)[nH]1)CN(c1ccc(C(=O)O)cc1)C3=O | -2.0%[5.75 µM]
O=C(CCCCn1c(=O)c2ccccc2n(CC(=O)Nc2cccc(F)c2)c1=O)NCc1ccco1 | -0.5%
COc1cc(CN2CCN(c3ccccc3F)CC2)cc(OC)c1O | -1.1%
O=C(O)CC(CC(=O)O)C(=O)O | -5.7%[5.75 µM]
CC(C)CN(CC(C)C)c1nc(N)c(C#N)c(CC#N)c1C#N | -4.3%
CN(C)CCNC(=O)c1cc2c(=O)n(C)c3ccccc3c2n1C | 13.5%
O=C(Cn1cnc2c(nnn2Cc2ccccc2)c1=O)c1ccccc1 | 5.0%
O=C(c1ccco1)N1CCN(c2nc(C3CC3)nc3sc4c(c23)CCCC4)CC1 | -5.1%
O=C(NCC(c1cccnc1)N1CCOCC1)c1cccc(Cl)c1 (stereo not drawn) | -6.7%
O=C(O)[C@@H]1CCN(Cc2oc(CO)cc(=O)c2O)C1 | -0.1%[5.75 µM]
Cc1ccc(C(=O)CSc2n[nH]c(C)n2)cc1 | -1.2%
Cc1cc(CC(=O)O)n(C)c1C(=O)c1ccc(Cl)cc1 | 9.3%
O=C(NCc1ccco1)C1CCN(S(=O)(=O)c2ccc(-n3cnnn3)cc2)CC1 | 14.9%
Cc1nc2ccc(NC(=O)NCc3ccco3)cc2s1 | -3.4%
CCOC(=O)Cc1nnc2c(Nc3ccc(Cl)cc3)nc3nonc3n12 | 0.3%
O=C(NCc1ccncc1)c1c(F)c(F)c(F)c(F)c1F | -1.1%
Nc1ccccc1NC(=O)c1ccccc1 | 16.7%
CC(C)NC(=O)C1CCCN(c2nnc(-n3cccc3)s2)C1 (stereo not drawn) | 4.7%
O=C(c1ccco1)N1CCN(S(=O)(=O)c2ccc(Oc3ccccc3)cc2)CC1 | -1.6%
O=C(NCCN1CCN(C(=O)Nc2ccccc2)CC1)Nc1ccccc1 | 12.1%
COc1ccc2c(c1)c1c3n2CCN(C)C3=NCC1 | 11.1%
Cc1nn(C)c(C)c1NS(=O)(=O)c1ccccc1 | -3.3%
NC(=O)C1CCCN(C(=O)c2ccc(Cl)cc2)C1 (stereo not drawn) | -4.4%
O=C(O)CCc1ccc(-c2ccccc2)o1 | -0.1%
CCNC(=O)CC1C(=O)N(c2ccc(F)cc2)C(=O)N1Cc1ccccn1 (stereo not drawn) | -6.0%
Cc1cc(NC(=O)COC(=O)C(Cc2ccccc2)NC(=O)c2ccco2)no1 (stereo not drawn) | -1.9%
Cn1cnnc1SCC(=O)Nc1ccccc1 | 1.3%
COc1ccc(OC)c(NC(=O)C2C3CC4OC(=O)C2C4C3)c1 (stereo not drawn) | -2.4%
CC(=O)Nc1c(C(=O)N2CCOCC2)sc2nc3c(cc12)COC(C)(C)C3 | -3.5%

Next section
SMILES | AmpC det inh
COc1ccc(N2CCN(CCNC(=O)c3c(C)cc(=O)oc3C)CC2)cc1 | -0.8%
CCN(CC)C(=O)CSc1nnc([C@@H](NC(=O)OC(C)(C)C)C(C)C)o1 | -2.6%
Cc1cc(C)c2c(=O)[nH]n(C3CC(C)N(C)CC3C)c2n1 (stereo not drawn) | -1.7%
COc1ccc(-n2c(SCc3nnc(-c4ccccc4)o3)nnc2-c2ccccc2)cc1 | 3.0%
O=C(c1cccc(N2CCCC2=O)c1)N1CCC2(CC1)OCCO2 | 4.2%
Cc1cccc(N(C(=O)CCC(=O)Nc2cc(C)on2)C(C(=O)NC2CCCC2)c2ccncc2)c1 (stereo not drawn) | -1.8%
OCCN(Cc1ccccc1)Cc1ccc(F)c(F)c1 | -5.1%
c1csc(-c2csc3ncnc(NCCCN4CCOCC4)c23)c1 | -1.9%
O=C(NCc1cccs1)C1CCCN(S(=O)(=O)c2ccc3c(c2)OCO3)C1 (stereo not drawn) | -3.8%
Cc1csc(NC(=O)CSc2nnc(C)s2)n1 | -3.1%
COC(=O)CSc1nnc(CNc2ccc(F)cc2)o1 | -3.1%
CS(=O)(=O)N1CCC2(CC1)CN(C(c1ccccc1)c1ccccc1)C2 | -0.8%
O=C(Nc1ccc2ccccc2c1)c1cccnc1 | 6.4%
O=C(CSCc1ccccn1)Nc1ccccc1 | -2.0%
Cn1c(=O)c2c(SCc3ccccc3)nc(-c3ccco3)nc2n(C)c1=O | -2.7%
Cc1ccc(CNC(=O)CCNC(=O)Cn2ccc3ccccc3c2=O)o1 | -0.4%
OCC#CCSc1nnc(-c2ccc(Br)cc2)o1 | 13.9%
O=C1CN(S(=O)(=O)c2ccccc2)CC(=O)N1CCc1ccccc1 | -5.2%
Cc1ccc(-c2noc(CCC(=O)N3CCCc4ccccc43)n2)cc1 | 2.8%
CCOc1ccc(NC(=O)C2C3C=CC4(CN(C(C(=O)OC)C(C)C)C(=O)C24)O3)cc1 (stereo not drawn) | 6.5%
Cc1ccccc1N(CC(=O)NCC1CCCO1)C(=O)C1(C)CC(=O)N=C2C=CC=CN21 (stereo not drawn) | 7.6%
CN(Cc1ccco1)c1ncnc2ccc(-c3ccoc3)cc12 | 9.5%
CCOC(=O)CSc1nc2ccccc2n1CC(=O)N(C(C)C)C(C)C | -1.7%
CSc1ccccc1NC(=O)c1cnc2scc(C)n2c1=O | 11.1%
CCOC(=O)c1ccc(NC(=O)C(C)N2C(=O)c3ccccc3C2=O)cc1 (stereo not drawn) | -2.7%
O=C(NCc1ccccc1)c1cc(-c2ccco2)on1 | -5.4%
Cc1noc(C)c1S(=O)(=O)N1CCCC(C(=O)N2CCN(C3CCCCC3)CC2)C1 (stereo not drawn) | 12.2%
